PI5P4K alpha inh – blocks human PI5P4K alpha kinase activity; P48426; PI5P4Kalpha enzyme, ADP-Glo luminescence, 60 min; active compounds read low; max response, %; hit rate 1.2% among 330,000; active = max response of -50% or lower; inconclusive = between -30% and -50%; inactive = -30% or higher; note: value at the top dose of about 77 µM; % is set by controls: 0 for no effect and ±100 for the full control effect
Target sequence (P48426 whole entry, looked up): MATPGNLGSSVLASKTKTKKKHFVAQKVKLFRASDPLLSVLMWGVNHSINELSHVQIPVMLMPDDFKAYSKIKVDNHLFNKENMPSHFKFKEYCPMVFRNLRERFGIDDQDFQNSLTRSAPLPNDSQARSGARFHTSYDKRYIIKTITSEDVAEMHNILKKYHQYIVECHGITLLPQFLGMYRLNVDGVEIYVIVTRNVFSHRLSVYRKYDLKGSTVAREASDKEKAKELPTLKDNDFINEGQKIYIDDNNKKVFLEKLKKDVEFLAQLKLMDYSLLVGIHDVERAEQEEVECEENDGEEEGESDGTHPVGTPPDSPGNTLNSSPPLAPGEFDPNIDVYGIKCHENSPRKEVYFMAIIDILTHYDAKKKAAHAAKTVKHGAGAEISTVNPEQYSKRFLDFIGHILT
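PI5P4Kalpha ADP-Glo assay; 5 microM ATP final; 60 min RT reaction; HEPES pH 7.4/EGTA/CHAPS, 5% DMSO; controls lacking substrate or enzyme; luminescent end-point.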
EPAC1 antag – blocks human EPAC1 exchange factor; hit rate 0.14% among 360,000; EPAC1 GEF assay, Rap1b-BODIPY-GDP exchange fluorescence; O95398; Potency, µM (doses to about 115 µM), for the others: at the highest dose activity change, negative = inhibition, usual class: inhibitors;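 note: potency is the fitted concentration of half-maximal effect; plate controls were vehicle for no effect and positive control for full effect; nearly all actives have a fitted effect of over 50% in size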
EPAC2 antagonist – antagonists of human EPAC2 | Q8WZA2 | EPAC2 GEF exchange of Rap1B-BODIPY-GDP, fluorescence | Potency, µM (top dose mostly 114 µM), inactives show at the highest dose activity, negative = inhibition, actives largely listed as inhibitors | hit rate 0.18% among 360,000; note: potency is the fitted concentration of half-maximal effect; % is set by controls: 0 for no effect and ±100 for the full control effect; nearly all actives have a fitted effect of over 45% in size; many of its hits are not listed in these tables
CCT modulator – changes cytosolic chaperonin activity | activity change, % (concentration not given with the values), hits read low | hit rate 0.3% among 360,000 | AID 651819 | purified chaperonin ATPase assay, HTRF ADP detection, 30 min; in the data active = activity change below about -30%; note: % is set by controls: 0 for no effect and ±100 for the full control effect
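Nucleotide hydrolysis assay: TRiC at 20–40 nM final (set by batch activity) with 10 uM ATP, 30 min at 37 °C, in presence of 76 uM compound. Detection by competitive ADP HTRF, 30 min ambient.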
PLK1 PBD block – PLK1 (human) polo-box domain binding inhibition | P53350 | Plk1 PBD binding of FITC phosphopeptide, fluorescence polarization | Potency, µM, for inactives: max response, negative = inhibition, actives largely listed as inhibitors | hit rate 2.8% among 360,000; note: potency is the fitted concentration of half-maximal effect; series mostly up to about 57 µM; % is set by controls: 0 for no effect and ±100 for the full control effect; nearly all actives have a fitted effect of over 65% in size
Target sequence (P53350 whole entry, looked up, the tested form may be a part): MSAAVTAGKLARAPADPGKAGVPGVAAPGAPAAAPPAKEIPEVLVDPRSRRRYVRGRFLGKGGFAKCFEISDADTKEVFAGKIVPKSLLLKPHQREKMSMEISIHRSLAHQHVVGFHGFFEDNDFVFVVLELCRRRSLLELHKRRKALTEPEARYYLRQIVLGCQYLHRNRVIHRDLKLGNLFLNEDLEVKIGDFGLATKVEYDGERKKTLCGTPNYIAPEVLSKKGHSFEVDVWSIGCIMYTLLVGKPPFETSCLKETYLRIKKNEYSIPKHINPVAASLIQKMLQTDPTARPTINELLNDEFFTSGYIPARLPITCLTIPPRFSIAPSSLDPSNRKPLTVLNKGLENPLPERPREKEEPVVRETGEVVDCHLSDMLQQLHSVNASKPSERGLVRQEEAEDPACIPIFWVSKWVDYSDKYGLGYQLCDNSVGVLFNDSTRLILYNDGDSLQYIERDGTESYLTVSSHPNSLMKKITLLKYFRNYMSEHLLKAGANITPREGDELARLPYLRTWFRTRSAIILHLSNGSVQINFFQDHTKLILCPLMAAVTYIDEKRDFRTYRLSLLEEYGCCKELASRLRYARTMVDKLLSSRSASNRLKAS
WRN helicase inh – WRN helicase (human) inhibition; Q14191; WRN helicase unwinding, fluorescent forked duplex, kinetic; Potency, µM (titrated, usually from 114 µM), inactives show at the top dose activity change, negative = inhibition, most hits filed as inhibitors; hit rate 0.46% among 360,000; AID 651768; note: potency is the fitted concentration of half-maximal effect; % is set by controls: 0 for no effect and ±100 for the full control effect; nearly all actives have a fitted effect of over 55% in size
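WRN at 20 nM final was preincubated with compound for 15 min at room temperature; reaction started with 100 nM forked duplex oligonucleotide carrying fluorophore and quencher plus 2 mM ATP (final). Unwinding followed kinetically by red fluorescence (ex 525/em 598 nm).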
EPAC1 agonist – EPAC1 (human) agonism. O95398. EPAC1 agonist qHTS, biochemical assay; response scale: 100% = response to 6.5 mM cAMP. Potency, µM (series often up to 154 µM), for inactives: at the highest dose activation, usual class: activators. hit rate 0.073% among 360,000. AID 720707; note: potency is the fitted concentration of half-maximal effect; nearly all actives have a fitted effect of over 60% in size
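Multi-concentration qHTS readout: loss of Rap1B-bound BODIPY-GDP fluorescence driven by 100 nM EPAC1 with excess GDP (50 uM), monitored kinetically at room temperature; agonist response expressed relative to 6.5 mM cAMP.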
MmCpn inh – M. maripaludis TRiC chaperonin inhibition; purified Mm-Cpn ATPase, ADP Transcreener TR-FRET; Potency, µM (doses to about 76.9 µM), inactives show top-dose activity, negative = inhibition, usual class: inhibitors; hit rate 0.031% among 330,000; note: potency is the fitted concentration of half-maximal effect; % is set by controls: 0 for no effect and ±100 for the full control effect; nearly all actives have a fitted effect of over 80% in size
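Inhibition of chaperonin ATP hydrolysis is measured as reduced ADP production, detected by competitive TR-FRET in which signal falls with ADP. Final enzyme 25 nM and ATP 10 uM, reacted 30 min at 37°C.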
* hit, by the source's call; ? = inconclusive; . = not tested or not shown; [ ] = remark or other dose. Unless noted, calls come from the whole dose curve; as a rule, active = well fitted curve in the direction sought with a large enough effect; inconclusive = small, poorly fitted or top-dose-only effect, or another doubt; inactive = no such curve, though single readings can be large; an effect the other way counts as inactive or inconclusive. Only part of the results is shown (hit frequency here may not be typical).

1. COc1cc(CN2CCNC(=O)C2CC(=O)NC2CCC2)cc(OC)c1 (centres undefined)
2. CC(C)(C)OC(=O)N1CCC[C@H]1C(=O)N/N=C/c1ccc2ncccc2c1
3. CC1CCCN(C(=O)COc2ccc(-c3ccccc3)cc2)C1 (centres undefined)
4. CCOc1ccc(CNC(=S)Nc2ccccc2)cc1Cl
5. COc1ccccc1NS(=O)(=O)c1cc(C(=O)NCC(c2cccs2)N2CCOCC2)ccc1C (centres undefined)
6. O=C(CN1CCOCC1)Nc1nc(-c2ccc3c(c2)CCN3S(=O)(=O)c2ccccc2)cs1
7. CCOP(=O)(OCC)C(Nc1cccc([N+](=O)[O-])c1)c1ccc(N(C)C)cc1 (centres undefined)
8. O=S(=O)(CCN1CCOCC1)c1ccc(Cl)cc1
screen / no. | 1 | 2 | 3 | 4 | 5 | 6 | 7 | 8
PI5P4K alpha inh | -1 | 5 | -2 | -1 | -4 | 10 | 8 | -2
EPAC1 antag | -2% | 1% | -11% | -5% | -7% | -18% | ? | -9%
EPAC2 antagonist | -9% | 1% | -15% | -13% | 13% | 2% | -6% | 6%
CCT modulator | -2.3 | -2.3 | 0.1 | 2.7 | -1.9 | -1.9 | -1.5 | -0.2
PLK1 PBD block | -4% | 4% | -19% | -5% | -8% | 0% | -5% | -5%
WRN helicase inh | -1% | -33% | -6% | 1% | 1% | -13% | -4% | -2%
EPAC1 agonist | 9% | 0% | 7% | 10% | 9% | 4% | 6% | 6%
MmCpn inh | -1% | 0% | 2% | 0% | -4% | 0% | -4% | .

In a second layout: results already given
cpd | canonical_smiles | PI5P4K alpha inh | EPAC1 antag | EPAC2 antagonist | CCT modulator | PLK1 PBD block | WRN helicase inh | EPAC1 agonist | MmCpn inh
2 | CC(C)(C)OC(=O)N1CCC[C@H]1C(=O)N/N=C/c1ccc2ncccc2c1 | 5 | 1% | 1% | -2.3 | 4% | -33% | 0% | 0%
3 | CC1CCCN(C(=O)COc2ccc(-c3ccccc3)cc2)C1 (centres undefined) | -2 | -11% | -15% | 0.1 | -19% | -6% | 7% | 2%
4 | CCOc1ccc(CNC(=S)Nc2ccccc2)cc1Cl | -1 | -5% | -13% | 2.7 | -5% | 1% | 10% | 0%
5 | COc1ccccc1NS(=O)(=O)c1cc(C(=O)NCC(c2cccs2)N2CCOCC2)ccc1C (centres undefined) | -4 | -7% | 13% | -1.9 | -8% | 1% | 9% | -4%
6 | O=C(CN1CCOCC1)Nc1nc(-c2ccc3c(c2)CCN3S(=O)(=O)c2ccccc2)cs1 | 10 | -18% | 2% | -1.9 | 0% | -13% | 4% | 0%
7 | CCOP(=O)(OCC)C(Nc1cccc([N+](=O)[O-])c1)c1ccc(N(C)C)cc1 (centres undefined) | 8 | ? | -6% | -1.5 | -5% | -4% | 6% | -4%

Going on with the list.
9. N#CC1=C2SCN(Cc3ccco3)CN2C(=O)CC1c1ccccc1F (centres undefined)
10. O=C(CN1CCC(C(=O)c2ccc(Cl)cc2)CC1)Nc1ccc2c(c1)OCCO2
11. O=C(NC(Cc1ccccc1)c1ccc2c(c1)OCCCO2)c1ccccc1F (centres undefined)
12. CCOc1ccc(CCNC(=O)COC(=O)c2nccnc2N)cc1OCC
13. CN(c1ccccc1)S(=O)(=O)c1ccc(Cl)c(C(=O)Nc2nc3ccccc3[nH]2)c1
14. Cc1cccc(N2CCN(S(=O)(=O)c3ccc4c(c3)NC(=O)CO4)CC2)c1C
15. CCCCC(=O)N1CC2(C)CN(C(=O)CCCC)CC(C)(C1)C2=O
16. CCC(=O)OC1(C(C)=O)CCC2C3CCC4=CC(=O)CCC4(C)C3CCC21C (centres undefined)
screen / no. | 9 | 10 | 11 | 12 | 13 | 14 | 15 | 16
PI5P4K alpha inh | . | . | . | -8 | -13 | -11 | 8 | 0
EPAC1 antag | 11% | -9% | -3% | -5% | -8% | -3% | -9% | -20%
EPAC2 antagonist | 9% | -10% | -1% | 12% | -2% | -21% | 2% | -12%
CCT modulator | 0.5 | -2.7 | 2.7 | -2.7 | -2.4 | -1.8 | -2.7 | -2.2
PLK1 PBD block | 27µM* | -1% | -4% | 2% | 0% | 27µM* | -7% | 5%
WRN helicase inh | -6% | -10% | 2% | -5% | -17% | -9% | -3% | -2%
EPAC1 agonist | 1% | 23% | 14% | -44%[inhibitor] | 1% | -5% | -7% | -3%
MmCpn inh | 1% | -2% | -1% | 2% | -5% | -2% | 0% | .

17. O=C(Cn1c(NCCO)nc2ccccc21)Nc1cccc(S(=O)(=O)N2CCCC2)c1
18. COc1ccc(-c2cc(C)no2)cc1S(=O)(=O)NCc1ccc(OC(C)C)cc1
19. Brc1ccc(-c2cn3ccccc3n2)s1
20. COc1ccc(CN(C)CC(=O)Nc2ccccc2C(=O)NC2CC2)cc1
21. COC(=O)c1ccc(NC(=O)CN2CCN(c3ccccc3C)CC2)cc1
22. COc1ccc(-c2[nH]ncc2C=O)cc1OC
23. Cc1occc1C(=O)NCc1ccccc1F
24. O=Cc1ccc(OC(=O)c2cc(Cl)nc3ccccc23)cc1
screen / no. | 17 | 18 | 19 | 20 | 21 | 22 | 23 | 24
PI5P4K alpha inh | 1 | -4 | 0 | -1 | . | -1 | . | -9
EPAC1 antag | 1% | -6% | -27% | 4% | 5% | 16% | -1% | -9%
EPAC2 antagonist | 4% | -7% | -10% | -10% | -3% | 5% | -1% | -1%
CCT modulator | 2.0 | -1.2 | -0.9 | 0.8 | 2.9 | -0.3 | -2.2 | 0.2
PLK1 PBD block | -2% | 2% | -21% | 4% | -2% | -4% | -20% | ?
WRN helicase inh | -21% | 0%[57.1 µM] | 4% | 9% | -9% | -4% | -9% | 8%
EPAC1 agonist | 5% | -8% | 4% | 2% | 10% | 6% | 2% | -5%
MmCpn inh | 2% | 1% | 1% | -1% | 3% | -1% | -2% | 0%

25. CC(C)c1ccc(NC(=O)NC2CCCCC2)cc1
26. CCOC(=O)c1sc(NC(=O)COC(=O)CNC(=O)c2ccco2)c(C(=O)OCC)c1C
27. CCn1c(C)c(C(C)=O)c(N2CCN(C(c3ccccc3)c3ccccc3)CC2)nc1=S
28. CCCOc1ccc(/C=C/C(=O)N2CCN(c3ccccn3)CC2)cc1
29. CC(C)OCCCNC(=O)CN1C(=O)COc2ccc(S(=O)(=O)N3CCCCCC3)cc21
30. Cc1cc(S(=O)(=O)Nc2ccc(C(=O)NCCCn3ccnc3)cc2)ccc1F
31. O=C(NCCc1c[nH]c2ccccc12)/C(=C/c1cccnc1)NC(=O)c1ccco1
32. CSc1ccc(Cn2c(C)c(C(=O)NCc3ccc(Cl)c(Cl)c3)sc2=O)cc1
screen / no. | 25 | 26 | 27 | 28 | 29 | 30 | 31 | 32
PI5P4K alpha inh | . | -4 | 3 | -6 | -6 | -5 | -9 | 16
EPAC1 antag | 2% | -6% | 0% | 0% | -2% | -21% | -13% | -5%
EPAC2 antagonist | 7% | -5% | -11% | -1% | 5% | -1% | -10% | 7%
CCT modulator | 1.2 | -1.6 | -2.2 | -0.2 | 0.8 | 1.3 | -5.3 | -0.4
PLK1 PBD block | -4% | 6% | -6% | -6% | -8% | 3% | -14% | -5%
WRN helicase inh | -4% | -4% | -4% | 1% | 2% | -6% | 1% | -5%[57.1 µM]
EPAC1 agonist | -6% | -27% | 1% | -5% | -4% | -11% | 3% | 6%
MmCpn inh | . | 0% | 3% | 0% | 1% | -1% | 0% | .

33. Cc1c(C#N)c(NC(=O)c2cccc(Cl)c2)n(Cc2ccccc2)c1C
34. COc1ccccc1NC(=O)c1ccccc1NC(=O)c1cccs1
35. Cc1ccc(-c2cc(C(=O)N3CCCCCC3)no2)cc1
36. O=C(O)CCCc1nc(-c2ccccc2)no1
37. CCOC(=O)c1c(C)[nH]c(C(=O)COC(=O)/C=C/c2cccc(OC)c2OC)c1C
38. COC(=O)c1cc(Sc2cccc(Cl)c2Cl)ccn1
39. Cc1nn(CC(=O)NCCCN2CCOCC2)c(C)c1[N+](=O)[O-]
40. S=C(NCc1cccs1)Nc1ccc(Cl)cc1
screen / no. | 33 | 34 | 35 | 36 | 37 | 38 | 39 | 40
PI5P4K alpha inh | 7 | 2 | 3 | -2 | 2 | -5 | . | 0
EPAC1 antag | -4% | -17% | 7% | 3% | 9% | ? | -1% | -13%
EPAC2 antagonist | 6% | -7% | 17% | -9% | 23% | ? | 7% | -2%
CCT modulator | -0.9 | -2.1 | 1.8 | -1.2 | 0.7 | -0.4 | 0.3 | -0.7
PLK1 PBD block | -17% | -16% | -5% | -8% | -6% | -14% | -4% | -10%
WRN helicase inh | -3% | 1% | -3% | -3% | 4% | 0% | 111%[activator] | -3%
EPAC1 agonist | -11% | 12% | -4% | -1% | -8% | -18% | -2% | 2%
MmCpn inh | 4% | -3% | 1% | -2% | 0% | 0% | 2% | 3%

41. Cc1cccc(NC(=O)CN(C)S(=O)(=O)c2ccc(Br)cc2)n1
42. CCn1nc(NC(=O)C(C)C)c2cc3cccc(C)c3nc21
43. C=CCOc1cccn2c(N(C)C(=O)c3ccncc3)c(CC)nc12
44. O=C(COC(=O)c1ccc(O)cc1)NC(c1ccccc1)c1ccccc1
45. Cc1cc(Nc2ccc(Br)c(C)c2)n2nc(C)nc2n1
46. O=C(O)CCCn1cc(NC(=O)c2sc3ccccc3c2Cl)cn1
47. CC(C)C(=O)NC(CC(=O)O)c1ccccc1 (centres undefined)
48. CC(=O)[C@H]1[C@@H]2C(=O)N(c3cccc(Cl)c3)C(=O)[C@@H]2[C@H]2c3ccccc3C=CN21
49. O=C(Cn1cnc2c(NCc3ccccc3)ncnc21)NCCCc1ccccc1
screen / no. | 41 | 42 | 43 | 44 | 45 | 46 | 47 | 48 | 49
PI5P4K alpha inh | . | 14 | -2 | 11 | 1 | 0 | 2 | -18 | -12
EPAC1 antag | 7% | 6% | 10% | 1% | -23% | 8% | -3% | -8% | 2%
EPAC2 antagonist | 5% | -3% | 5% | -14% | -12% | -3% | 10% | 0% | 14%
CCT modulator | -0.2 | -0.4 | -0.5 | -1.7 | 0.3 | -0.8 | -0.1 | -2.2 | 0.9
PLK1 PBD block | -3% | ? | -9% | -4% | 30µM* | -10% | -4% | ? | -6%
WRN helicase inh | -18% | 3% | 0% | 0% | 3% | -3% | -1% | -6% | 2%
EPAC1 agonist | 1% | 0% | 7% | 8% | -1% | -12% | 2% | 3% | -2%
MmCpn inh | -10% | -5% | . | -1% | 1% | -7% | 0% | -2% | -1%

Source: PubChem BioAssay
